Bioassay records deposited in PubChem by Sanford-Burnham Center for Chemical Genomics.
Rat MKP-3 inhibitors: MKP-3 phosphatase inhibitors, primary screen, biochemical, rat enzyme, in vitro (AID 425) | Dual specificity protein phosphatase 6 (Rattus norvegicus) | recombinant MKP-3 phosphatase activity, fluorescence; higher % means a stronger effect | inhibition, % at 20 µM, or IC50 in µM where a hit was titrated | hit rate 0.17% among 110,000; in the data active = inhibition above about 50%;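 note: plate controls were vehicle for no effect and reference inhibitor for full effect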
Hsp70 inhibitors: Hsp70 inhibitors, probe displacement, primary screen, biochemical, fluorescence polarization (AID 583); Heat shock 70 kDa protein 1A (Homo sapiens); Hsp70 fluorescence polarization probe displacement, mP; higher % means a stronger effect; displacement, % at 20 µM; hits with a dose series show IC50 in µM; hit rate 0.06% among 140,000; in the data active = displacement above about 50%;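 note: plate controls were vehicle for no effect and reference ligand for full effect; a part of the inactive calls stands beside numbers as strong as those of hits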
* = called active by the depositor; x = no result given; & = joins results of further samples. This is a subset. The share of hits here may be higher or lower than overall.

Compound,Rat MKP-3 inhibitors,Hsp70 inhibitors
Cn1c(=O)c(C(=O)CN2CCCc3ccccc32)c(N)n(Cc2ccccc2)c1=O,-12%,-4.2%
CCOC(=O)COc1ccc(S(=O)(=O)N2CCc3ccccc3C2)cc1,-9%,-4.5%
CC/C(=N\O)c1ccc(OC)c(OC)c1,-8%,-1.4%
CCCCOC(=O)CSc1nc(N)c(C#N)c(-c2ccc(OC)cc2)c1C#N,-1%,-1.0%
COC(=O)C1=C(C)NC(=O)CC1c1c(F)cccc1Cl (configuration not stated),-1%,-4.6%
COc1cc(C(=O)N2CCN(Cc3cccc(Oc4ccccc4)c3)CC2)cc(OC)c1OC,-2%,6.9%
Cc1cccc(C)c1NC(=O)CSc1nnc(Cc2ccccc2)o1,x,2.0%
O=C1C=CC(=O)N1c1ccc(Cc2ccc(N3C(=O)C=CC3=O)c(Cl)c2)cc1Cl,-6%,4.1%
N#Cc1nc(COc2ccc(Cl)cc2)oc1N1CCN(Cc2ccccc2)CC1,1%,-4.8%
CC(C)(CNS(=O)(=O)c1ccc(F)cc1)CNS(=O)(=O)c1ccc(F)cc1,-14%,0.5%
COc1ccc(-c2nnc3c4ccccc4c(C)nn23)cc1S(=O)(=O)N1CCN(CCO)CC1,-4%,8.9%
COc1cc2c(cc1NCc1cccc([N+](=O)[O-])c1)oc1ccccc12,6%,-2.8%
COC(=O)c1ccccc1NC(=O)c1cc(-c2cccs2)on1,3%,-1.3%
CCOC(=O)c1cnn2c(C)cc(-c3ccc(OC)cc3)nc12,0%,0.3%
Cc1ccc(S(=O)(=O)N(Cc2ccco2)CC(O)Cn2c3ccccc3c3ccccc32)cc1 (configuration not stated),8%,2.0%
NS(=O)(=O)c1ccc(NC(=O)c2ccccc2Cl)cc1,x,10%
COC(=O)c1c(NS(=O)(=O)c2ccc3ccccc3c2)sc2c1CCCC2,x,-3.0%
Cc1ccc(-c2csc(NC(=O)c3cccs3)n2)cc1,x,0.2%
CCOC(=O)/C(C#N)=C1\Nc2ccccc2N=C1N(CC(C)C)CC(C)C,-4%,-3.3%
Cc1ccc(C(=O)N2CCC(C(=O)NCc3cccnc3)CC2)cc1,x,-0.4%
CCCNC(=O)CS(=O)Cc1nc(-c2ccc(OC)cc2)oc1C (configuration not stated),2%,3.0%
CCC(=O)Nc1nc(C)c(-c2csc(Nc3ccc(N(C)C)cc3)n2)s1,3%,-5.4%
Cn1c(=O)n(Cc2ccccc2F)c2ccccc21,-1%,-1.0%
Cc1ccccc1NCC(=O)N/N=C\c1ccccc1O,0%,-2.8%
CC[n+]1c(/C=C/c2ccc([N+](=O)[O-])cc2)sc2ccccc21,0%,2.2%
Cn1nnnc1SCC(=O)NC(=O)NCc1ccccc1,1%,3.5%
CCOC(=O)N1CCC(NC(=O)c2csc3c2CCCC3)CC1,-9%,-7.2%
Cc1cc(C)cc(Nc2cc(=O)n(C3CCCCC3)c(=O)[nH]2)c1,-1%,-4.0%
COc1ccc(S(=O)(=O)N(CC(=O)Nc2ccc(C(C)=O)cc2)c2cc(C)cc(C)c2)cc1OC,1%,-6.0%
O=C(CCn1c(=O)c2ccccc2n(CC(=O)NCCC2=CCCCC2)c1=O)NCc1ccco1,-12%,-3.5%
CCC12c3ccccc3C(c3ccccc31)C1C(=O)N(c3cc(Cl)ccc3C)C(=O)C12 (configuration not stated),2%,2.9%
NC1=NC(=O)/C(=C/c2cc(Cl)c(OCc3ccccc3)c(Cl)c2)S1,-2%,-0.8%
COc1ccc(CN2CCN(Cc3ccncc3)CC2)c(OC)c1OC,1%,-1.6%
O=C(c1ccco1)N(Cc1cc2ccccc2[nH]c1=O)C1CCCCC1,0%,1.2%
CC1=C(C(=O)Nc2cccc(C)n2)C(c2ccc3c(c2)OCO3)C2=C(CC(c3ccco3)CC2=O)N1 (configuration not stated),-6%,0.0%
O=C(O)C1(O[N+](=O)[O-])C2CC3CC(C2)CC1C3 (configuration not stated),-2%,0.1%
CN(C)c1ccc(C(=O)N2CCN(c3ccccc3)CC2)cc1,-4%,-0.4%
CC1=CC(C)(C)N(C(=O)CSc2nnc(-c3ccc(C)cc3)o2)c2ccc(C)cc21,x,-0.9%
CCOC(=O)c1ccc(-n2cncn2)nc1,x,5.6%
COc1ccc2nc(SCC(=O)Nc3ccc(Cl)cc3)[nH]c2c1,-2%,0.2%
O=C(Nc1ccc2c(c1)OCO2)C1CCCN(S(=O)(=O)c2cccs2)C1 (configuration not stated),3%,3.5%
COC(=O)c1ccccc1NS(=O)(=O)c1ccc2c3c(cccc13)C(=O)N2,-4%,-4.4%
COc1cccc(C(=O)Nc2ccc(C)cc2)c1,-3%,5.5%
CCc1ccc(NC(=O)C(=O)NCC2CCCO2)cc1 (configuration not stated),-1%,0.1%
Cc1ccc2nc(-c3ccc(NC(=O)COc4ccc([N+](=O)[O-])cc4)cc3)oc2c1,16%,-3.9%
FC(F)(F)c1ccc(N2CCOCC2)c(Nc2nc3ccccc3n3cnnc23)c1,1%,-7.3%
Cc1cccc(N/C(N)=N/c2nc3c(c(=O)[nH]2)CCCC3)c1,1%,9.9%
N#Cc1ccccc1CSc1nc2ncc(Br)cc2[nH]1,-4%,2.3%
Cc1ccc(-c2noc(COc3ccc4c(c3)OCO4)n2)cc1,x,1.0%
O=C(NS(=O)(=O)c1ccccc1Cl)c1ccc[nH]1,-6%,2.9%
CS(=O)(=O)N(Cc1ccccc1)c1ccc(C(=O)N2CCN(c3ccccc3)CC2)cc1,5%,-0.9%
O=c1[nH]c(N/N=C/C2CC=CCC2)nnc1-c1ccccc1 (configuration not stated),4%,-4.3%
COc1ccc(OC)c(S(=O)(=O)n2nnc3cc(Cl)ccc32)c1,0%,-1.3%
Cc1c(C#N)c2ccccc2n1CC(=O)NCc1ccccc1,x,4.2%
Cc1c(NC(=O)c2cc(-c3ccccc3)on2)c(=O)n(-c2ccccc2)n1C,4%,2.9%
O=C(CC1NC2CCCCC2NC1=O)Nc1cccc(C(F)(F)F)c1 (configuration not stated),-4%,-6.1%

(continued)
Compound,Rat MKP-3 inhibitors,Hsp70 inhibitors
CCOC(=O)C1CCN(C(=O)c2oc3ccc(S(=O)(=O)N4CCCCCC4)cc3c2C)CC1,-1%,x
CC(=O)N1CC2(C)CN(C(C)=O)CC(C)(C1)C2=O,-7%,1.7%
CN1CCN(c2nc(-c3ccco3)cc(C(F)(F)F)n2)CC1,x,2.8%
O=C(Oc1ccc2c(=O)c(Oc3ccccc3Br)coc2c1)c1ccco1,2%,0.9%
CC(C)(C)NC(=O)C(=O)NCc1ccc(Cl)cc1,2%,-2.0%
O=C(O)CN1C(=O)/C(=C\c2cccc(OC(=O)c3ccco3)c2)SC1=S,4%,2.1%
O=C(Nc1cccc(-c2nc3cc(Cl)ccc3o2)c1)c1ccc(Br)o1,10%,-1.8%
CCc1cc2c(=O)c(Oc3ccccc3)c(C)oc2cc1O,-1%,-6.2%
COc1cccc(Nc2ccc3noc4c3c2C(=O)c2ccccc2-4)c1,1%,-3.9%
CC1CCN(C(=O)CSc2nnc(CN3CCOCC3)n2-c2ccccc2)CC1,-20%,0.2%
CCSC1=C(C#N)C2(CCCC2)C(C#N)=C(N)N1,-7%,-0.5%
Cc1ccc2cc(CCNC(=O)C(C)(C)C)c(=O)[nH]c2c1,-2%,3.3%
O=C(NC1CCCCC1)N1CCC(c2nc(-c3ccc(S(=O)(=O)N4CCCC4)cc3)no2)CC1,-1%,2.3%
COc1cc([N+](=O)[O-])ccc1NC(=O)c1cc(Cl)ccc1OC,2%,-1.6%
O=C(NC(=S)Nc1ccc(I)cc1)c1ccco1,-2%,0.4%
O=C(c1ccccc1)c1cc(Cl)ccc1N=Cc1ccc([N+](=O)[O-])s1,1%,3.3%
O=C(NCCOc1ccc(Cl)cc1)C1CC(=O)N(c2ccc(F)cc2)C1 (configuration not stated),-4%,-0.1%
Cc1ccc(CC(=O)Nc2nc3ccccc3[nH]2)cc1C,x,-2.6%
CC(/C=N/N1C(=O)CSC1=S)=C\c1ccccc1,3%,0.9%
CCOC(=O)c1cn(CC)c2ccc(Br)cc2c1=O,0%,-5.7%
c1ccc(CN2CCN(c3ncnc4nc[nH]c34)CC2)cc1,3%,1.5%
Cc1cc(=O)oc2cc(OCC(=O)OCC(=O)NCc3ccc4c(c3)OCO4)ccc12,-1%,-6.3%
CC(=O)C1=C(C)Nc2cc(C(F)(F)F)ccc2S1,6%&2%,-2.9%&0.1%
COc1ccc(N=C2CC(C)(C)CC(O)=C2C(C)=O)cc1,0%,-2.5%
CCOc1ccc(N2C(=O)NC(=O)/C(=C\c3ccc(OCC)c(Cl)c3)C2=O)cc1,1%,2.4%
O=C(CN(Cc1ccco1)C(=O)CNS(=O)(=O)c1ccccc1)NCc1ccc(F)cc1,-10%,4.0%
Cc1ccc(C(=O)Nc2ccc3nc(C)sc3c2)s1,x,-4.1%
CCOc1ccc(NC(=O)/C=C/c2ccc(F)cc2)cc1,1%,1.3%
COc1ccc2ccccc2c1/C=C1/C(=O)NC(=S)N(c2ccc(Br)cc2)C1=O,2%,-0.6%
CCOC(=O)c1sc(NC(=O)c2noc3c2CCCC3)c(C(=O)OCC)c1C,-10%,2.6%
COc1cccc(C(=O)N2CCN(C(=O)c3cccs3)CC2)c1OC,0%,0.4%
COc1ccc(N(CCC#N)S(=O)(=O)c2ccc(Cl)cc2)cc1,x,-1.8%
COc1ccc(C2=NOC(C(=O)NC(C)C)C2)cc1 (configuration not stated),0%,-0.5%
CCN(C(=O)c1cc2ccccc2oc1=O)c1cccc(C)c1,x,1.5%
O=C(CCNS(=O)(=O)c1cccc2nsnc12)NCc1cccs1,4%,x
CCOc1cc(/C=N/Nc2nc(N3CCCCC3)nc(N3CCCCC3)n2)ccc1OC,0%,-0.2%
CCOC(=O)c1[nH]cnc1C(=O)NCc1ccccc1,3%,89%*
O=C(O)/C=C/c1cccc(N2C(=O)C=CC2=O)c1,1%,3.4%
